Bioassay records as filed in PubChem.
Dengue-2 NS5 capping: flavivirus cap methylation enzyme inhibition – biochemical, confirmation dose response, primary screen (AID 588689); Dengue-2 NS5 methyltransferase capping enzyme assay, biochemical; higher % means a stronger effect; inhibition, % at 25 µM, or IC50 in µM where a hit was titrated; hit rate 0.3% among 340,000; in the data active = a potency from the dose series
AID2073: disruptors of CaV2.2 binding to Mint1 – biochemical, HTRF (AID 2073); HTRF protein-protein interaction, Mint1-CaV2.2; higher % means a stronger effect; inhibition, % at 20 µM, or IC50 in µM where a hit was titrated; hit rate 0.19% among 290,000; in the data active = inhibition mostly above about 51%, no sharp cut-off; note: some results filed as inactive read as strong as hits
UTI89 phage lysis: inhibition of K1F phage lysis, E. coli UTI89, bacterial capsule biogenesis inhibitors, alamar blue (AID 488966) | E. coli UTI89 K1F phage lysis, alamar blue, 2 h; higher % means a stronger effect | inhibition, % at 100 µM, or IC50 in µM where a hit was titrated | hit rate 0.02% among 340,000;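 active = phage lysis inhibition, versus mean bacterial control, above a set limit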;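 note: capsule biogenesis inhibitors block K1F phage lysis so surviving cells raise fluorescence; higher fluorescence means more inhibition of phage lysis; actives were called in the ten point dose series up to 300 µM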
GPR55 LPI antagonism: GPR55 antagonists blocking LPI-driven arrestin recruitment, primary screen, imaging, U2OS, beta-arrestin-GFP, LPI agonist (AID 2013). U2OS GPR55 beta-arrestin-GFP translocation imaging, LPI antagonism; higher % means a stronger effect. inhibition, % at 10 µM, or IC50 in µM where a hit was titrated. hit rate 0.13% among 290,000;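 active = spots per cell inhibited over 60%, with over 100 cells counted and total cytoplasm intensity under 500,000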;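 note: U2OS cells stably carrying GPR55 and arrestin-GFP stimulated by 5 µM LPI near EC80; imaged beta-arrestin-GFP aggregate spots per cell after agonist stimulation; plate controls were LPI-stimulated DMSO wells for no effect and DMSO wells without LPI for full effect; some results filed as inactive read as strong as hits; confirmed hits need IC50 under 10 µM and bright autofluorescent wells are also inconclusive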
GPR55 beta-arrestin: selective activators of receptor GPR55 – imaging, U2OS cells, beta-arrestin-GFP redistribution, primary screen (AID 1961) | U2OS GPR55 beta-arrestin-GFP redistribution imaging; higher % means a stronger effect | activation, % at 10 µM, or EC50 in µM where a hit was titrated | hit rate 0.048% among 290,000;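 active = activation above 40% with more than 50 cells counted in the well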;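 note: U2OS osteosarcoma cells stably expressing GPR55 and beta-arrestin-GFP; plate controls were DMSO negative control for no effect and LPI positive control for full effect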
GPR35 antagonists: GPR35 antagonists blocking zaprinast-driven arrestin recruitment, primary screen, imaging, U2OS, beta-arrestin-GFP, zaprinast agonist (AID 2058); inhibition, % at 10 µM; hits with a dose series show IC50 in µM; U2OS GPR35 beta-arrestin-GFP translocation imaging, zaprinast antagonism; higher % means a stronger effect; hit rate 0.052% among 290,000;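 active = inhibition of at least 50% with at least 30 cells and total cytoplasm GFP at most 10,000,000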
HIV fusion peptide: inhibitors of HIV fusion peptide binding, primary screen, biochemical, uHTS, fluorescence dequenching (AID 1986) | cell-free peptide binding, fluorescence dequenching, 30 min; higher % means a stronger effect | one-dose inhibition, % at 20 µM; IC50 in µM for titrated hits | hit rate 0.3% among 290,000; in the data active = inhibition mostly above about 52%, no sharp cut-off; inactive = mostly below about 76%; note: some results filed as inactive read as strong as hits
Siah-1 displacement: Siah-1 peptide-binding antagonists, primary screen, biochemical, fluorescence polarization, rhodamine-plectin, uHTS (AID 1817). Siah-1 / rhodamine-plectin peptide fluorescence polarization; higher % means a stronger effect. one-dose displacement, % at 20 µM; IC50 in µM for titrated hits. hit rate 0.02% among 290,000;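 active = displacement of at least 50% at 20 µM, with a fluorescence ratio check between 0.3 and a set limit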;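 note: plate controls were Siah plus tracer with DMSO for no effect and tracer alone without Siah for full effect; strong numbers were not always called active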
NTR1 agonist: agonists of NTR1, primary screen, imaging, U2OS cells, beta-arrestin-GFP, high content (AID 493036) | activation, % at 20 µM | NTR1-U2OS beta-arrestin-GFP spot imaging, agonist mode | hit rate 0.17% among 330,000 | P30989;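 active = activation at or above 40% of the spot to cytoplasm intensity ratio, with at least 20 cells analyzed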;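 note: 0% = DMSO without peptide and 100% = 100 nM NTR1 peptide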
Target sequence (P30989 whole entry, looked up): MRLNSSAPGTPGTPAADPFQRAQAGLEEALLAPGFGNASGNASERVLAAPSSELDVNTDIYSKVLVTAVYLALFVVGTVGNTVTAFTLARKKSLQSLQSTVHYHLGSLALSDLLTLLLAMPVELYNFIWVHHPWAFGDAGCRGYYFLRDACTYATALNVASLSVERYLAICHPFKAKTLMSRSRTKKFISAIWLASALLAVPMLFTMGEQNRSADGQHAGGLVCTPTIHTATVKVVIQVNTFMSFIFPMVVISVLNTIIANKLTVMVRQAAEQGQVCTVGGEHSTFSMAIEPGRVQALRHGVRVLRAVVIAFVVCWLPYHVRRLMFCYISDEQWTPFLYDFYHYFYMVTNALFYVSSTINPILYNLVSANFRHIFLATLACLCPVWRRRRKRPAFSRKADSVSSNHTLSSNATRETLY
NTR1 agonist cell count 20 µM: recorded beside NTR1 agonist, whose call it bears; cell count; measured here: cell count, cytotoxicity flag
Dengue-2 NS5 capping pilot replicate: further read-out of Dengue-2 NS5 capping, marked with its call; inhibition, %; measured here: pilot screen replicate inhibition
The depositor's hits bear a star; · = not tested or not shown; [ ] = dose if it differs, or a comment.

SMILES | Dengue-2 NS5 capping | AID2073 | UTI89 phage lysis | GPR55 LPI antagonism | GPR55 beta-arrestin | GPR35 antagonists | HIV fusion peptide | Siah-1 displacement | NTR1 agonist | NTR1 agonist cell count 20 µM | others
O=C(/C=C/c1ccco1)N(Cc1cccc(F)c1)C1CCS(=O)(=O)C1 (configuration not stated) | -12% | -6% | 0.2% | 10% | -0.1% | 12% | 2.2% | 8% | 0.0 | 54
O=C(O)c1cccc(S(=O)(=O)Nc2ccc3c(c2)OCO3)c1 | 20% | 3% | 0.8% | -2% | -0.2% | -9% | 2.3% | 2% | -0.7 | 76 | Dengue-2 NS5 capping pilot replicate=4.4
CCN1CCN(c2nc3ccccc3nc2C(C#N)C(=O)OCc2ccccc2)CC1 (configuration not stated) | 0% | 2% | 0.2% | 20% | -0.2% | -1% | 1.1% | -1% | 1.8 | 53
O=C(NC1CCN(Cc2ccccc2)CC1)C1CCN(S(=O)(=O)c2cccc([N+](=O)[O-])c2)CC1 | 2% | 1% | 1.6% | -8% | -0.1% | 12% | 0.6% | -3% | -0.4 | 55
CCCCCN(C(=O)CCC(=O)OCC(=O)NCc1ccc(OC)cc1)c1c(N)n(CCCC)c(=O)[nH]c1=O | -5% | 1% | 2.0%[50 µM] | 6% | -0.1% | -23% | 1.9% | 1% | 1.7 | 57
Cc1ccc(S(=O)(=O)NCc2ccc(C(=O)N3CCc4ccccc4C3)cc2)cc1 | 3% | -6% | 8.7% | 2% | 0.0% | 0% | -1.1% | 2% | -0.7 | 57
C=CCN(c1ccccc1)S(=O)(=O)c1ccc(Cl)c(C(=O)OCC(=O)c2[nH]c(C)c(C(C)=O)c2C)c1 | 1% | -7% | 2.0%[50 µM] | -5% | -0.4% | -6% | 0.5% | 4% | 2.8 | 48
O=C(Nc1cccnc1)c1cc(-c2cccc(Cl)c2)on1 | 3% | 24% | 0.6% | -8% | 0.0% | 3% | -0.3% | -3% | -0.7 | 58
CCOC(=O)C1=C(C)OC(N)=C(C#N)C1c1ccoc1 (configuration not stated) | 1% | -4% | 0.5% | 0% | 0.0% | 6% | 3.6% | 1% | 0.4 | 81 | Dengue-2 NS5 capping pilot replicate=1.5
O=C(NCc1ccc(C(F)(F)F)cc1)C1CC(c2cccc(F)c2)=NO1 (configuration not stated) | 7% | 22% | 1.2% | -4% | -0.2% | -6% | 4.2% | -2% | 0.7 | 50
Cc1ccc(CNS(=O)(=O)c2ccc(CN3C(=O)c4cccnc4C3=O)s2)o1 | -4% | 45% | 8.3% | 10% | -0.2% | 1% | -1.8% | 3% | 1.1 | 55
Cc1ccc(CNC(=O)[C@H](C)NC(=O)C2CCN(C(=O)[C@@H](N)CC(C)C)CC2)cc1 | 1% | 13% | 0.6% | 5% | -0.1% | -14% | 0.6% | 2% | -1.1 | 83
O=c1[nH]nc(-c2ccccc2)c2ccccc12 | -4% | 4% | 1.1%[50 µM] | -2% | 0.3% | 5% | -2.1% | -10% | 0.2 | 63
CCOC(=O)Cc1csc(NC(NC(=O)OCC)(C(F)(F)F)C(F)(F)F)n1 | -7% | 5% | 0.3% | 6% | -0.1% | 10% | -2.5% | 1% | -4.8 | 99
CCCC(NC(=O)CNC(=O)C(C)(C)C)C(=O)O (configuration not stated) | 0% | 3% | 3.1% | 3% | -0.2% | -5% | 0.0% | -5% | -0.9 | 91
CC(C)CCN(C(=O)CNC(=O)c1cccs1)C(C(=O)NC1CCCC1)c1ccncc1 (configuration not stated) | -4% | -6% | 0.4% | 0% | 0.1% | 7% | 2.2% | -1% | -0.1 | 21
COCc1cc(C)nc(SCC(=O)Nc2cc3c(cc2C#N)OCO3)c1C#N | 0% | 8% | 4.6% | 30% | -0.2% | -2% | -1.0% | 3% | 2.1 | 50
CCOC(=O)CSc1cc(CS(=O)(=O)c2ccccc2)nc(-c2ccccc2)n1 | -8% | -7% | -0.1% | 27% | -0.2% | -10% | -1.4% | 1% | 1.0 | 67
COc1nc(Oc2ccc(C(=O)O)cc2)nc(Oc2ccc(C(=O)O)cc2)n1 | -14% | 2% | -0.1% | -7% | -0.1% | 12% | 0.8% | 1% | 1.8 | 48
COc1cccc(NC(=S)N2CCn3cccc3C2c2cccnc2)c1 (configuration not stated) | 4% | -16% | 1.1% | -14% | 0.0% | -7% | -3.4% | -3% | 1.3 | 79
N#CCCN(C(=O)COC(=O)CCc1ccccc1)c1ccccc1 | 1% | 2% | -0.7% | 3% | -0.4% | -4% | 10% | 10% | 0.2 | 50
COc1ccc(C2Nc3ccccc3C(=O)N2c2ccccc2)cc1CSc1ccccn1 (configuration not stated) | -1% | 7% | 0.4% | -5% | -0.2% | 3% | 1.4% | -4% | 1.9 | 53
NNC(=O)/C=C/c1ccc(Cl)cc1Cl | 6% | -2% | 0.4% | 2% | 0.4% | -14% | -1.3% | -6% | -0.5 | 97
O=C(CSc1nc2ccccc2nc1N1CCOCC1)Nc1ccccc1F | -3% | 9% | 4.0% | 5% | 0.0% | -5% | -0.4% | -6% | 3.8 | 51
COc1ccc(NC(=O)Nc2cccc3ccccc23)c(OC)c1 | -3% | 9% | 0.9% | 8% | -0.1% | -3% | -1.7% | -6% | 2.9 | 54

Compounds shown so far that contain a thiophene ring, fused or not:
SMILES | Dengue-2 NS5 capping | AID2073 | UTI89 phage lysis | GPR55 LPI antagonism | GPR55 beta-arrestin | GPR35 antagonists | HIV fusion peptide | Siah-1 displacement | NTR1 agonist | NTR1 agonist cell count 20 µM | others
Cc1ccc(CNS(=O)(=O)c2ccc(CN3C(=O)c4cccnc4C3=O)s2)o1 | -4% | 45% | 8.3% | 10% | -0.2% | 1% | -1.8% | 3% | 1.1 | 55
CC(C)CCN(C(=O)CNC(=O)c1cccs1)C(C(=O)NC1CCCC1)c1ccncc1 (configuration not stated) | -4% | -6% | 0.4% | 0% | 0.1% | 7% | 2.2% | -1% | -0.1 | 21

(more compounds)
SMILES | Dengue-2 NS5 capping | AID2073 | UTI89 phage lysis | GPR55 LPI antagonism | GPR55 beta-arrestin | GPR35 antagonists | HIV fusion peptide | Siah-1 displacement | NTR1 agonist | NTR1 agonist cell count 20 µM | others
COc1ccc(C2N(C(=O)c3ccccc3)CCN2C(=O)c2ccccc2)cc1 | 1% | -7% | 1.0% | 8% | -0.3% | -12% | -1.5% | 3% | -0.6 | 84
O=C(COc1ccc(Cl)cc1Cl)N1CCCC1 | -6% | -12% | 0.1% | 0% | -0.1% | -10% | 14% | 2% | 0.9 | 48
c1ccc(CN=C2NN=C(c3cc4ccccc4o3)CS2)cc1 | -5% | -28% | -0.5% | -4% | 0.1% | -1% | 7.8% | 7% | 0.3 | 41
Cc1nc(C(F)(F)F)c(C(=O)N/N=C(\N)c2cccnc2)s1 | · | 17% | 0.3% | 9% | 1.1% | -20% | -1.0% | -2% | 3.3 | 37
Cn1c(=O)c2ncn(CC(=O)Nc3nc(-c4ccc(Cl)cc4)cs3)c2n(C)c1=O | -6% | 6% | 0.4% | -4% | 0.1% | -4% | 0.2% | -2% | -0.3 | 39
CCC(C)NCCCOc1ccc([N+](=O)[O-])cc1 (configuration not stated) | 3% | 5% | 3.5% | -4% | -0.3% | 3% | -1.3% | -4% | -0.6 | 39
COc1ccc(NC(=O)c2cccc(OC(=S)N3CCOCC3)c2)cc1 | -5% | 6% | -0.3% | -5% | -0.1% | -10% | 1.3% | 4% | 3.2 | 55
NS(=O)(=O)c1cccc(NC(=O)CSc2nc3ccccc3[nH]2)c1 | -6% | -3% | 0.6%[50 µM] | 1% | -0.2% | 8% | 0.7% | 4% | -0.3 | 57
Cc1ccc(C2=NN(CC(=O)NCc3cccs3)C(=O)CC2)cc1 | 0% | 0% | 0.1% | -5% | 0.8% | -5% | -0.5% | -1% | 1.1 | 50
COc1cccc(OC)c1OCCCOc1ccc([N+](=O)[O-])cc1Cl | -7% | 0% | 3.6% | 5% | -0.3% | 11% | 1.3% | 11% | 0.0 | 40
O=C(NCc1cccs1)c1cc(-c2cccs2)on1 | -5% | -7% | -0.1% | -10% | 0.2% | 9% | -1.8% | -2% | -0.6 | 64
COc1ccccc1CCNC(=O)C1(C)CC1(Cl)Cl (configuration not stated) | -1% | -3% | -0.9% | 17% | -0.1% | 1% | 2.7% | 10% | -0.5 | 49
O=C(NCC1CCCO1)c1cccc(S(=O)(=O)N2CCOCC2)c1 (configuration not stated) | 1% | 5% | 0.0% | 20% | -0.1% | 5% | -2.6% | 0% | 3.7 | 73
CCOC(=O)c1ccc(NC(=S)N2CCN(c3ccc(N4CCOCC4)nn3)CC2)cc1 | · | 28% | 2.5% | 14% | 0.2% | -6% | 2.6% | 7% | -2.1 | 97
O=C(Nc1ccnn1C1CCN(Cc2ccc(OC(F)F)cc2)CC1)C1CCCC1 | -4% | 4% | 0.0% | -2% | -0.1% | 9% | 0.4% | 0% | 0.9 | 55
COc1ccc(CN2CCn3nc(C(=O)NC4CC4)cc3C2=O)cc1 | -12% | -3% | 0.4% | 5% | -0.3% | -8% | -0.7% | -3% | -0.5 | 33
COc1ccccc1NC(=S)NNC(=O)c1nn(C)c(C)c1Br | -10% | -14% | 0.6%[50 µM] | -10% | -0.2% | 7% | -0.5% | -3% | 2.5 | 57
CCN(c1ccccc1)S(=O)(=O)c1cc(C(=O)Nc2cccc(Cl)c2)ccc1F | -7% | -5% | 5.3% | 8% | 0.1% | 1% | 0.1% | 1% | 5.6 | 38
CCCCCC/C=C/c1ccc(OC)c([C@H]2[C@H]3C=CC[C@@H](C)[C@@H]3C(=O)N2Cc2ccccc2)c1 | -10% | 1% | 1.1% | 1% | -0.1% | -2% | 0.9% | 4% | -2.0 | 90
COC(=O)Cn1c(C)nc([N+](=O)[O-])c1Br | -7% | 1% | 0.4% | 8% | 0.3% | -3% | 0.4% | -6% | -2.4 | 26
CCN1CCN(CCCNC(=O)C2c3ccccc3C(=O)N(C)C2c2ccc(OC)cc2)CC1 (configuration not stated) | 2% | 4% | -0.2% | 3% | 0.2% | 0% | 0.9% | -1% | -2.1 | 90
COc1cc2nc(C3CCC3)n(NC(=O)C3CCC(OC)CC3)c(=O)c2cc1OC (configuration not stated) | -2% | 1% | -1.1% | 8% | 0.3% | -5% | 28% | 3% | 2.2 | 83
O=C(Nc1ccc(-c2nc3c(ccc4ccccc43)o2)cc1)c1ccco1 | 3% | 36% | 1.8% | -6% | -0.1% | 5% | 20% | -5% | 4.2 | 63
CCC1S/C(=N/C(=O)NC2CCCCC2)NC1=O (configuration not stated) | 9% | -2% | 2.0% | 13% | -0.1% | -3% | 1.2% | 9% | -0.8 | 84
CCCN(CC1CC1)C(=S)Nc1ccc(Oc2ccccc2)cc1 | -8% | -10% | -2.5% | -5% | -0.1% | 6% | -2.6% | 6% | 0.8 | 32

This is a random part of the collection, and some 1.2% of all compounds hit somewhere here.
